# Source: PubChem BioAssay
# EPAC1 antagonist – EPAC1 (human) antagonism; EPAC1 GEF assay, Rap1b-BODIPY-GDP exchange fluorescence; Potency, µM (doses to about 115 µM), for the others: at the highest dose activity change, negative = inhibition, usual class: inhibitors; 360,000 compounds, 0.14% hits; AID 720709;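 further: potency means the concentration at half of the fitted maximal effect; plate controls were vehicle for no effect and positive control for full effect; nearly all actives have a fitted effect of over 50% in size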
# CCT modulator – cytosolic chaperonin activity modulation | purified chaperonin ATPase assay, HTRF ADP detection, 30 min | activity change, % (concentration not given with the values), hits read low | 360,000 compounds, 0.3% hits; in the data active means activity change below about -30%; further: on the % scale 0 is the no-effect control and ±100 the full control effect
#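 Nucleotide hydrolysis assay: TRiC at 20–40 nM final (set by batch activity) with 10 uM ATP, 30 min at 37 °C, in presence of 76 uM compound. Detection by competitive ADP HTRF, 30 min ambient.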
# WRN inhibitor – WRN helicase (human) inhibition | Potency, µM (titrated, usually from 114 µM), for inactives: at the top dose activity change, negative = inhibition, actives largely listed as inhibitors | WRN helicase unwinding, fluorescent forked duplex, kinetic | 360,000 compounds, 0.46% hits | Q14191; further: potency means the concentration at half of the fitted maximal effect; on the % scale 0 is the no-effect control and ±100 the full control effect; nearly all actives have a fitted effect of over 55% in size
#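 Kinetic red-fluorescence monitoring (525/598 nm) tracks WRN helicase activity after 100 nM fluorophore-quencher forked duplex and 2 mM ATP are added to 20 nM enzyme pretreated 15 min at room temperature with compound.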
# PLK1 PBD block – PLK1 (human) polo-box domain binding inhibition; P53350; Plk1 PBD binding of FITC phosphopeptide, fluorescence polarization; Potency, µM, inactives show max response, negative = inhibition, hits mostly inhibitors; 360,000 compounds, 2.8% hits; further: potency means the concentration at half of the fitted maximal effect; series mostly up to about 57 µM; on the % scale 0 is the no-effect control and ±100 the full control effect; nearly all actives have a fitted effect of over 65% in size
# Target sequence (P53350 whole entry, looked up, the tested form may be a part): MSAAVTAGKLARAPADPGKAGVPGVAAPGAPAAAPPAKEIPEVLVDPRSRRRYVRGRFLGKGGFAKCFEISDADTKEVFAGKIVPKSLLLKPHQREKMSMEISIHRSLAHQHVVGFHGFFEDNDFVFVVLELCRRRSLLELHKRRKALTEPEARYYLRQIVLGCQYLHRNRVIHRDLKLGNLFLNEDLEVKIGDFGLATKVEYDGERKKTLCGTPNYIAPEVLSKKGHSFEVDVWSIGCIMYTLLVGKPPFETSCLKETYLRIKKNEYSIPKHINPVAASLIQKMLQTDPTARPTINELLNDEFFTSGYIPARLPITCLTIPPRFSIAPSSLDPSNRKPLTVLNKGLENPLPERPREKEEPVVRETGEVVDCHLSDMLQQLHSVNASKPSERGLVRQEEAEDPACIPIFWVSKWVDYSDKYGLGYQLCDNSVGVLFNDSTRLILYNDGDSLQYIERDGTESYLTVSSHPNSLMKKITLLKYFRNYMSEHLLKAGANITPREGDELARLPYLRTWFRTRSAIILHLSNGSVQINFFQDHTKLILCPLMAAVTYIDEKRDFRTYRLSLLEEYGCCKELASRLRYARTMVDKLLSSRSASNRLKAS
# PI5P4Ka inh – blocks human PI5P4K alpha kinase activity; P48426; PI5P4Kalpha enzyme, ADP-Glo luminescence, 60 min; hits give low values; max response, %; 330,000 compounds, 1.2% hits; AID 652105; active means max response of -50% or lower; inconclusive means between -30% and -50%; inactive means -30% or higher; further: value at the top dose of about 77 µM; on the % scale 0 is the no-effect control and ±100 the full control effect
# Target sequence (P48426 whole entry, looked up): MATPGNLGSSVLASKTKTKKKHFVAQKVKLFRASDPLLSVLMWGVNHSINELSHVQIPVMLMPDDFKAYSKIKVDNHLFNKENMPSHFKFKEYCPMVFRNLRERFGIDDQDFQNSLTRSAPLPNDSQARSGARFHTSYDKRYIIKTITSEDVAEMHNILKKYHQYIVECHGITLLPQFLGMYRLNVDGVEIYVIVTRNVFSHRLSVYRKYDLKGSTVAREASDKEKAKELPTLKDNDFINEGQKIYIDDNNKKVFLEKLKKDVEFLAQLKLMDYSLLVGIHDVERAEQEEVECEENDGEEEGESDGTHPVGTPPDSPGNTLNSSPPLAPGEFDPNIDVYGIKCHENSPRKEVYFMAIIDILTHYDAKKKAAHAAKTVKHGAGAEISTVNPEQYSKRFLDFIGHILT
#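 Compounds were pin-transferred onto PI5P4Kalpha and substrate in HEPES pH 7.4 buffer with EGTA, CHAPS and 5% DMSO. ATP (5 microM final) started the reaction, which ran 60 minutes at room temperature before ADP-Glo detection.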
# IL2 activator – activators of IL-2 | 360,000 compounds, 0.065% hits | activation, % (series mostly up to about 46 µM) | IL-2 activation reporter assay, cell-based qHTS; stimulated with anti-CD3/CD4/CD28 beads; in transgenic mouse T cells | AID 652025; in the data active means activation above about 50%; inconclusive means mostly about 30% to 49%; further: 0% is about no effect
#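 Readout: EGFP and DsRed signals by fluorescent plate cytometry. Unstimulated transgenic mouse T cells received compound 60 min before antibody-bead stimulation, then incubated 18 h at 37 degrees C.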
# EPAC1 agonist – agonists of human EPAC1. O95398. EPAC1 agonist qHTS, biochemical assay; response scale: 100% = response to 6.5 mM cAMP. Potency, µM (series often up to 154 µM), inactives show at the top dose activation, most hits filed as activators. 360,000 compounds, 0.073% hits. AID 720707; further: potency means the concentration at half of the fitted maximal effect; nearly all actives have a fitted effect of over 60% in size
#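 Fluorescent GDP-exchange assay: 100 nM EPAC1 with 250 nM Rap1B preloaded with BODIPY-GDP and 50 uM GDP; compounds tested as concentration series, 5 min at room temperature, then read every 5 min for 30 min (ex 480/em 540 nm); normalized to 6.5 mM cAMP.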
# EPAC2 agonist – agonists of human EPAC2 (RAPGEF4); Q8WZA2; EPAC2 activation, biochemical qHTS; response scale: 100% = 6.5 mM cAMP response; Potency, µM (doses to about 154 µM), for the others: at the highest dose activation, actives largely listed as activators; 360,000 compounds, 0.079% hits; AID 720711; further: potency means the concentration at half of the fitted maximal effect; nearly all actives have a fitted effect of over 50% in size
#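 Guanine nucleotide exchange by EPAC2 is measured as reduced fluorescence of BODIPY-GDP once it is released from 250 nM Rap1B. Plates are read kinetically for 30 min at room temperature; results are scaled to 6.5 mM cAMP.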
# Active calls of the source: *; ? = inconclusive; nt = not tested or not shown; & = joins results of further samples; [ ] = remark or other dose. Unless noted, the call rests on the fitted dose curve; in most records, active means well fitted curve in the direction sought with a large enough effect; inconclusive means small, poorly fitted or top-dose-only effect, or another doubt; inactive means no such curve, though single readings can be large; an effect the other way counts as inactive or inconclusive.
smiles,EPAC1 antagonist,CCT modulator,WRN inhibitor,PLK1 PBD block,PI5P4Ka inh,IL2 activator,EPAC1 agonist,EPAC2 agonist
O=C1C(=O)c2cccc3cccc1c23,14%,-1.0,6%,-3%,-3,2.0,-6%,1%
COc1cc(CCN)ccc1O,-4%,-0.6,11%,0%,-1,1.4,-17%,1%
CCC(=O)N1c2ccc(S(=O)(=O)CCC(=O)N3CCC4(CC3)OCCO4)cc2CC1C (stereo not drawn),4%,0.2,3%,-8%,-2,3.7,0%,-1%
O=C1NC(=O)C(Sc2ccccc2[N+](=O)[O-])C(=O)N1,26%,-1.0,?,3µM*,-54*,-0.2,4%,3%
NCCc1ccc(S(=O)(=O)F)cc1,-6%,-2.4,-12%,-13%,-21,0.6,-3%,-2%
CN1C(=O)NC(=O)/C(=C/c2ccc([N+](=O)[O-])s2)C1=O,?,0.0,?,2.7µM*,-56*,-2.4,7%,0%
CCNC(=O)[C@H]1O[C@@H](n2cnc3c(N)ncnc32)[C@H](O)[C@@H]1O,3%,-3.4,2%,4%,0,0.2,-10%,2%
CCC1(CCO)C(=O)NC(=S)NC1=O,4%,-2.0,-5%,-12%,0,0.9,10%,10%
CCCCn1c(=O)c(C(=O)NCc2ccncc2)c(O)c2ccccc21,1%,-0.9,1%,-9%,-5,0.1,5%,-12%
CC(C)c1ccc(N=Nc2c(O)[nH]c(=O)[nH]c2=O)cc1,23%,0.0,0%,-1%,-21,1.0,-4%,-4%
COC(=O)C(O)(c1c(C)[nH]c2ccccc12)C(F)(F)F (stereo not drawn),9%,-1.6,3%,-11%,-12,-0.4,2%,-7%
Cc1ccccc1-n1c(O)c(/C=N/c2nccs2)c(=O)[nH]c1=O,13%&7%,0.0&2.8,5%&-12%,-12%&-11%,-3&-11,0.1&-2.9,1%&-11%,5%&-2%
CCN1/C(=C\C=C\C2=[N+](CC)c3ccccc3C2(C)C)C(C)(C)c2ccccc21,94%[activator],1.8,45µM*,95%[activator],?,-0.9,79µM*,50µM*
O=C(c1ccc2c3c(cccc13)CC2)C1CCCN(Cc2ncc[nH]2)C1 (stereo not drawn),-24%,0.3,8%,-5%,1,0.6,-4%,12%
CC(=NCC1CCCO1)c1c(O)n(C)c(=O)n(C)c1=O (stereo not drawn),2%,-11,-4%,-2%,-4,-0.5,0%,0%
Cc1cc(OC(=O)c2ccco2)c2c3c(c(=O)oc2c1)CCCC3,-6%,0.9,-20%,-1%,1,-4.8,13%,9%
COc1ccc(CN2CCN(Cc3ccccc3F)CC2)cc1,5%,-1.4,-2%,7%,22,-3.4,-5%,5%
O=C(N/N=C/c1c(O)n(C2CCCCC2)c(=S)[nH]c1=O)c1ccccc1,13%,0.7,-7%,?,-12,-2.7,-8%,-6%
N#Cc1cc2c(nc1SCC(=O)Nc1ccc(Cl)cc1)C1CCN2CC1,15%,-12,-7%,-6%,nt,-0.6,-9%,-10%
O=C(O)COc1ccc(Br)cc1C(c1c(C(=O)O)[nH]c2ccccc12)c1c(C(=O)O)[nH]c2ccccc12,?,-0.8,-18%,27µM*,-8,1.1,2%,-3%
CC(C)N1CCN(Cc2c[nH]c3ccccc23)CC1CCO (stereo not drawn),1%,-2.0,4%,-12%,3,1.4,11%,18%
COC(=O)C1=C(c2ccc(Cl)c(C(F)(F)F)c2)C[C@@H]2CC[C@H]1N2C(=O)N1CCC(C)CC1,2%,1.0,1%,2%,2,-0.6,4%,-9%
COc1ccc(-n2c(O)c(/C=C/C=Nc3ccccc3)c(=O)[nH]c2=O)cc1,25%,0.8,?,83%[activator],8,7.2,100µM*,?
CCOc1c(Cl)cc(CNC(C)C(O)c2ccccc2)cc1OC (stereo not drawn),9%,0.3,6%,1%,4,0.3,-11%,3%
CN1CCN(S(=O)(=O)c2ccc(Cl)nc2)CC1,-3%,-2.4,4%,-6%,7,0.9,2%,-1%
CC(=NCCC(c1ccccc1)c1ccccc1)c1c(O)n(C)c(=O)n(C)c1=O,11%,-2.0,-5%,6%,1,-1.2,5%,12%
Cc1cc(OCC(=O)OC(C)C)c2c3c(c(=O)oc2c1)CCCC3,2%,0.9,5%,2%,-3,-0.5,7%,-84%[inhibitor][15.6 µM]
CC(=NCCN1CCOCC1)c1c(O)n(C2CCCCC2)c(=O)[nH]c1=O,18%,1.0,6%,-5%,-1,0.6,-2%,1%
CCN1C(=O)CC(c2cccnc2)=Nc2ccccc21,-12%,-1.9,-5%,1%,-7,0.0,5%,5%
O=[N+]([O-])c1cccc(CN2CCN(Cc3ccc(Br)cc3)CC2)c1,-6%,-2.2,-2%,-1%,-11,-0.1,1%,20%
NC(Cc1ccccc1)c1nc(-c2ccccc2)no1 (stereo not drawn),-25%,2.1,-10%,-6%,1,-1.2,3%,3%
Cc1c(C)c2ccc(OCC(=O)N3CCC(C(=O)O)(c4ccccc4)CC3)c(C)c2oc1=O,-2%,-1.0,0%,3%,4,-0.3,-14%,2%
CCCCn1c(O)c(/C=N/NC(=O)c2ccncc2)c(=O)[nH]c1=S,-8%,-1.5,32µM*,-9%,?,-0.7,-1%,5%
Cc1ccc(N2C(=O)NC(=O)/C(=C/c3ccoc3)C2=O)cc1,-28%,-1.3,32µM*,2.7µM*,-83*,1.6,14%,8%
COc1ccc(C2(C#N)CCN(C)CC2)cc1,7%,-3.1,-6%,5%,-2,-1.4,-7%,7%
CC(=O)Nc1ccc(OCCF)cc1,-4%,0.2,3%,-6%,0,2.9,6%,7%
Cc1nn(CCC#N)c2c1P(=S)(N1CCCC1)OC(c1ccc(F)cc1)=N2 (stereo not drawn),10%,-4.4,-4%,13µM*,nt,-1.9,nt,16%
CC(=NCCCn1ccnc1)c1c(O)n(C)c(=O)n(C)c1=O,9%,1.3,2%,-7%,nt,-1.4,-8%,-4%
Cc1cccc(-n2c(C)nc3ccccc3c2=O)n1,14%,0.3,8%[57.1 µM],-1%,-5,-2.3,-7%,-9%
c1ccc2c(c1)CN(Cc1ccc3c(c1)OCO3)Cc1cnnn1-2,-22%,-0.1,-4%,-20%,8,-0.4,-5%,13%
O=C1CN=C(c2ccccc2)c2c(sc3c2CCCC3)N1,-10%,1.9,-5%,-4%,11,0.4,8%,2%
Cc1nn(Cc2ccccc2Cl)c(Cl)c1C(=O)OCC(=O)NC(=O)NC1CCCCC1,-22%,2.2,-6%,-9%,17,1.5,13%,3%
O=C1NC(=O)C(C/C=C/c2ccccc2)C(=O)N1,5%,-117*,-17%,-30%,-78*,1.2,2%,1%
CCOC(=O)[C@]12Cc3cc(Cl)ccc3[C@H]1N(CC(=O)OC)C(=O)c1ccccc12,-5%,-2.7,-5%,4.2µM*,-1,-1.1,4%,4%
COC1=C(C)C(=O)O[C@]12C(=O)C(C)=C1CCCCN3[C@H]([C@@H]4C[C@H](C)C(=O)O4)CC[C@]132,-23%,-0.7,-2%,-3%,4,0.1,-5%,6%
C=CCn1c(-c2ccc([N+](=O)[O-])cc2)n[nH]c1=S,?,0.5,-28%[57.1 µM],-12%,-21,-0.2,3%,1%
COc1ccc(CN2CCN(c3ccccc3)CC2)c(C)c1C,-6%,1.4,-14%,2%,2,0.9,5%,9%
Cc1ccc(-n2c(O)c(C=NCCN(C)C)c(=O)[nH]c2=O)cc1,-18%,-1.6,-24%[57.1 µM],-5%,0,-1.6,7%,0%
O=C(O)C12C3CCCC1C32c1ccccc1 (stereo not drawn),3%,0.5,8%,1%,nt,-0.8,-3%,-4%
Cc1ccc(C(O)(C(=O)OC(C)C)C(O)c2ccccc2)cc1 (stereo not drawn),-12%,nt,-11%,-6%,-1,2.2,4%,0%
CC(C(N)=O)N1CC(c2ccc(Cl)cc2)CC1=O (stereo not drawn),8%,0.2,-4%,3%,0,-0.5,-1%,2%
N/C(=N\[N+](=O)[O-])N1CCN(C(=O)Oc2ccccc2)CC1,-7%,-1.0,-4%,-4%,7,-0.6,-2%,10%
O=C(O)COc1ccccc1,4%,-2.4,-1%,-5%,7,-0.2,-19%,11%
C=C1C(=O)O[C@H]2C[C@@H](C)[C@@H]3C=CC(=O)[C@@]3(C)C[C@H]12,-1%,-1.2,9%,-17%,1,-0.8,-12%,11%
Cc1cccc(-n2c(O)c(/C=N/N3CCOCC3)c(=O)[nH]c2=S)c1,-2%,-3.3,-3%,5%,3,-3.5,3%,2%
CC(C)(C)C(=O)N1Cc2cc(-c3ccccc3)ccc2-n2nncc2C1,-16%,0.1,-6%,-5%,3,0.1,-20%,-8%

# The list continues:
smiles,EPAC1 antagonist,CCT modulator,WRN inhibitor,PLK1 PBD block,PI5P4Ka inh,IL2 activator,EPAC1 agonist,EPAC2 agonist
Cc1nn(Cc2ccccc2)c(C)c1C(=O)NC1CCCc2ccccc21 (stereo not drawn),3%,-3.4,-24%[57.1 µM],-5%,7,-0.2,1%,5%
CCN(CC)C(=O)c1ccc2c(c1)C1C=CCC1C(C(=O)O)N2 (stereo not drawn),-14%,-5.6,45µM*,7.5µM*,?,0.2,21%,6%
CC(N)C(=O)OC(C)(C)Cc1ccc(Cl)cc1 (stereo not drawn),-20%,-2.3,-6%,-18%,-3,0.1,-28%,9%
CCCCSP1(=S)NCCCO1 (stereo not drawn),-5%,0.9,-6%,-3%,4,-0.5,11%,-3%
CCn1ccnc1CN1CCCC(C(=O)c2cccc(C(F)(F)F)c2)C1 (stereo not drawn),-5%,-1.7,7%,-15%,-2,-0.3,-5%,4%
CCOC(=O)C1(c2ccccc2)CCN(CCC(=O)Nc2ccc(OC)cc2)CC1,1%,-1.8,1%,-10%,1,0.0,11%,5%
NP(=O)(OCC(F)(F)F)Oc1cccc2ccccc12 (stereo not drawn),1%,-2.2,7%,-4%,-4,-2.3,-11%,2%
CCN(CC)c1ccc(CNCCc2ccc(F)cc2)cc1,-6%,-0.5,-10%,-12%,2,1.1,7%,12%
Nc1nonc1C(=O)N/N=C/c1ccc([N+](=O)[O-])o1,-24%,-2.1,?,0%,?,-5.2,17%,8%

# Three structures from above, ordered by SMILES length, ascending.
smiles,EPAC1 antagonist,CCT modulator,WRN inhibitor,PLK1 PBD block,PI5P4Ka inh,IL2 activator,EPAC1 agonist,EPAC2 agonist
CCCCSP1(=S)NCCCO1 (stereo not drawn),-5%,0.9,-6%,-3%,4,-0.5,11%,-3%
Nc1nonc1C(=O)N/N=C/c1ccc([N+](=O)[O-])o1,-24%,-2.1,?,0%,?,-5.2,17%,8%
CCOC(=O)C1(c2ccccc2)CCN(CCC(=O)Nc2ccc(OC)cc2)CC1,1%,-1.8,1%,-10%,1,0.0,11%,5%

# A portion of the library; count on the stated rates, not on these rows.
